NPC1 promoter act = qHTS Assay for NPC1 Promoter Activators; 2.4% of 320,000 active; Potency, µM (series often up to 9.22 µM), for the others: at the top dose activation, usual class: activators; Huh7 NPC1 promoter luciferase reporter, 24 h;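 also: potency is read from the fitted curve at half-maximal effect; % of control where 0% means no effect; nearly all actives have a fitted effect of over 60% in size; reporter is driven by a mutant NPC1 promoter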
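NPC1 promoter–luciferase Huh7 cells; 24 h compound; luminescence.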
FLuc modulator = qHTS profiling assay for firefly luciferase inhibitor/activator using purifed enzyme and Km concentrations of substrates (counterscreen for miR-21 project); Luciferin 4-monooxygenase (Photinus pyralis), P08659; purified FLuc, Km substrates, luminescence inhibition; Potency, µM (highest dose often 57.5 µM), for inactives: top-dose activity change, negative = inhibition, usual class: inhibitors; 6.9% of 360,000 active; AID 588342, 2011;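 also: potency is read from the fitted curve at half-maximal effect; plate controls were vehicle for no effect and reference inhibitor for full effect; nearly all actives have a fitted effect of over 55% in size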
Target sequence (P08659 whole entry, looked up): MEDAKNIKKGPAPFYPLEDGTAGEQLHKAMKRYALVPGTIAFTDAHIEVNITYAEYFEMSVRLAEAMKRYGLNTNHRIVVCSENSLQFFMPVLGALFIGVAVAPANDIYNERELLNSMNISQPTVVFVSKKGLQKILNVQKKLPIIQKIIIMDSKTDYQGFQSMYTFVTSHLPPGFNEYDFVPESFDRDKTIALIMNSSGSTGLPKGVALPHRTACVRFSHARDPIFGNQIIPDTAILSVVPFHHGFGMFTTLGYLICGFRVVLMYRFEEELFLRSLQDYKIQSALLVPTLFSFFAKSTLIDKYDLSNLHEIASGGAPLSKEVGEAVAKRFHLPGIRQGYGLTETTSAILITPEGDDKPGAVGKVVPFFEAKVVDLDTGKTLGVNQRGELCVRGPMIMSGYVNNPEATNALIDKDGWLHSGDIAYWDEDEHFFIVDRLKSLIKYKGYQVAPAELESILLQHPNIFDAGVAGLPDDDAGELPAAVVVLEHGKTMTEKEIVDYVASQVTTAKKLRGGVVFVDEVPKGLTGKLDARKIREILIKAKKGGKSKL
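Purified P. pyralis luciferase (10nM final) with 10uM D-luciferin and 10uM ATP (Km levels) in 50mM Tris acetate pH 7.5, 10mM Mg acetate, 0.01% Tween-20, 0.05% BSA; qHTS 6-point titration, ~60 µM downward; luminescence read.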
ELG1 genotoxic = qHTS screen for small molecules that induce genotoxicity in human embryonic kidney (HEK293T) cells expressing luciferase-tagged ELG1; Potency, µM (highest dose often 46 µM), without a hit: top-dose activity change, positive = activation, hits mostly activators; HEK293T ELG1-luciferase reporter, luminescence, 16 h; AID 504466, 2011; 1.3% of 330,000 active; also: potency is read from the fitted curve at half-maximal effect; % of control where 0% means no effect; nearly all actives have a fitted effect of over 60% in size
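Cells (2,000/well) expressing the ELG1-luciferase fusion are dosed by pin tool and kept 16 hr at 37 °C, 5% CO2. Signal comes from ONE-Glo luciferase reagent after 30 min at room temperature.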
p53 reactivation = qHTS assay for re-activators of p53 using a Luc reporter; H1299 p53-A138V BP100-luciferase reporter, luminescence, 24 h; AID 504706, 2011; Potency, µM (doses to about 92.2 µM), for the others: at the highest dose activity change, positive = activation, usual class: activators; 0.063% of 320,000 active; also: potency is read from the fitted curve at half-maximal effect; % of control where 0% means no effect; nearly all actives have a fitted effect of over 45% in size
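p53-null H1299 cells stably carrying temperature-sensitive p53-A138V and a BP100-luciferase reporter were pinned with compounds (4-point, 1:5 series) and held 24 hrs at 37 deg C. Luminescence was read 10 min after detection reagent.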
RORgamma inh = qHTS for inhibitors of ROR gamma transcriptional activity | Nuclear receptor ROR-gamma (Mus musculus), P51450 | Drosophila S2 Gal4-RORgamma UAS-luciferase reporter, 20 h | Potency, µM (top dose mostly 53.6 µM), inactives show top-dose activity change, negative = inhibition, actives largely listed as inhibitors | 5.4% of 310,000 active; also: potency is read from the fitted curve at half-maximal effect; % is scaled to controls: 0 for no effect and ±100 for the full control effect; nearly all actives have a fitted effect of over 60% in size
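Luminescence from a UAS-regulated Photinus luciferase reporter in stably transfected Drosophila Schneider cells is measured; decreased signal marks ROR gamma inhibition. Fusion expression is induced by 700 uM copper sulfate for 20 hr.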
TRPV1 ag = HTS Assay for Compounds that Act as Agonists of the Vanilloid Receptor 1. Transient receptor potential cation channel subfamily V member 1 (Homo sapiens), Q8NER1. TRPV1-expressing cells, Fluo-8 calcium influx, agonist mode. activation, % at 8.33 µM. 0.19% of 320,000 active. AID 540275, 2011; in the data active = activation above about 80%; inconclusive = between about 30% and that limit; also: 0% is about no effect
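Cells expressing TRPV1 were dye-loaded with Fluo-8 and read kinetically: 10 s baseline, 3 min after compound (agonist portion), then 2 min after EC20 capsaicin (allosteric enhancer portion). Calcium-bound dye fluorescence at 480/520 nm.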
Rab9 prom act = qHTS Assay for Rab9 Promoter Activators; Huh7 Rab9 promoter-luciferase reporter, luminescence, 24 h; 2.8% of 320,000 active; Potency, µM (highest dose often 9.22 µM), for inactives: at the highest dose activation, negative = inhibition, hits mostly activators; also: potency is read from the fitted curve at half-maximal effect; % of control where 0% means no effect; nearly all actives have a fitted effect of over 60% in size
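Stable Rab9-luc Huh7, 1500 cells/well, 2 h settle; cmpd in DMSO, 24 h, 37 °C/5% CO2; luciferase reagent 10 min RT; luminescence.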
Gal4-VP16 FLuc = VP16 counterscreen qHTS for inhibitors of ROR gamma transcriptional activity; Drosophila S2 Gal4-VP16 UAS-luciferase, luminescence, 20 h; Potency, µM (doses to about 53.6 µM), for the others: at the highest dose activity, negative = inhibition, actives largely listed as inhibitors; 3.5% of 310,000 active; AID 2546, 2010;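 also: Gal4-VP16 expression switched on by copper sulfate through the metallothionein promoter; potency is read from the fitted curve at half-maximal effect; % is scaled to controls: 0 for no effect and ±100 for the full control effect; nearly all actives have a fitted effect of over 50% in size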
ELG1 repair inh = qHTS screen for small molecules that inhibit ELG1-dependent DNA repair in human embryonic kidney (HEK293T) cells expressing luciferase-tagged ELG1; Potency, µM (series often up to 46.1 µM), inactives show top-dose activity change, negative = inhibition, hits mostly inhibitors; 2.3% of 330,000 active; HEK293T ELG1-luciferase reporter, luminescence, 16 h; DNA damage induced by 5-fluorouridine; also: potency is read from the fitted curve at half-maximal effect; % is scaled to controls: 0 for no effect and ±100 for the full control effect; nearly all actives have a fitted effect of over 55% in size
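In this reporter screen, reduction of luminescence relative to DMSO vehicle indicated activity. Compounds and 5-fluorouridine were added together to 2,000 cells per well, incubated for 16 hr at 37 °C, then developed with ONE-Glo.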
BRCA1 expr act = qHTS Assay to Identify Small Molecule Activators of BRCA1 Expression; MCF7-BRCA1-FFLuc reporter, luminescence, 48 h; response scale: scaled: vehicle 0%, 10 µM genistein 100%; Potency, µM (doses to about 46.1 µM), without a hit: top-dose activation, actives largely listed as activators; 1.1% of 380,000 active; AID 624202, 2012; also: potency is read from the fitted curve at half-maximal effect; nearly all actives have a fitted effect of over 80% in size; some results filed as inactive show a strong effect at the top dose
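First, MCF7-BRCA1-FFLuc cells (2000/well) attach for 2 h; next, compounds are pin-added and incubated 48 h at 37 °C; finally, luciferase reagent is added and luminescence read after 15 min.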
Tb PFK block = qHTS Assay to Find Inhibitors of T. brucei phosphofructokinase; ATP-dependent 6-phosphofructokinase (Trypanosoma brucei brucei), O15648; T. brucei PFK, ADP-Glo luminescence; Potency, µM (top dose mostly 57.5 µM), without a hit: top-dose activity, negative = inhibition, actives largely listed as inhibitors; 0.17% of 330,000 active;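 also: potency is read from the fitted curve at half-maximal effect; 0% = uninhibited 1x PFK enzyme wells and -100% = no-enzyme wells; nearly all actives have a fitted effect of over 60% in size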
Target sequence (O15648 whole entry, looked up): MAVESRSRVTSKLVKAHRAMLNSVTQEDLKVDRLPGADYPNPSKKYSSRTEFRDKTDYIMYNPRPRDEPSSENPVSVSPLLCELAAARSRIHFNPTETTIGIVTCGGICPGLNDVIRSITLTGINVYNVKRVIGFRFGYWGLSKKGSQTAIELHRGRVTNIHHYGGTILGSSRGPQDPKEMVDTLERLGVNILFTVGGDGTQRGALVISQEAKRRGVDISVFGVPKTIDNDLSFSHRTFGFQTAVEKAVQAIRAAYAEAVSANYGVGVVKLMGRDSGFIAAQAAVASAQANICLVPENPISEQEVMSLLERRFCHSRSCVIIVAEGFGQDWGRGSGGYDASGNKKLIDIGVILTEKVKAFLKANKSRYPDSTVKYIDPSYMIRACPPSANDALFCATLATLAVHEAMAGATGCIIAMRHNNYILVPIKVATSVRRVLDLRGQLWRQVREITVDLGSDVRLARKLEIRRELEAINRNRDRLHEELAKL
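In TEA buffer at pH 8.0 with 5 mM MgCl2, enzyme (1.25 nM) converted F6P (0.5 mM) and ATP (0.1 mM) for 45 min at room temperature. ADP product was read by luciferase luminescence.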
Starred values were filed as active, the others as inactive; ? = inconclusive; nt = not tested or not shown; & = joins results of further samples; [ ] = remark or other dose. Unless noted, calls follow the shape of the dose curve; as a rule, active = well fitted curve in the direction sought with a large enough effect; inconclusive = small, poorly fitted or top-dose-only effect, or another doubt; inactive = no such curve, though single readings can be large; an effect the other way counts as inactive or inconclusive.

SMILES	NPC1 promoter act	FLuc modulator	ELG1 genotoxic	p53 reactivation	RORgamma inh	TRPV1 ag	Rab9 prom act	Gal4-VP16 FLuc	ELG1 repair inh	BRCA1 expr act	Tb PFK block
COc1cc(OC)cc(N(C(=O)CNC(=O)c2ccco2)C(C(=O)NCC2CCCO2)c2ccccc2)c1 (configuration not stated)	?	-2.5%	-20.2%	-6.7%	13.5%	4.1	2.5%	-4.7%	-25.0%	-7.4%	0.1%
Cc1ccc(C(=O)NCC(=O)OCC(=O)Nc2ccc3[nH]c(=O)[nH]c3c2)cc1	-2.6%	?	0.1%	-2.2%	nt	2.2	-6.8%	nt	-1.3%	-3.2%	?
Cc1cccc(C(=O)NC(=S)Nc2ccc(Cc3ccncc3)cc2)c1	-2.7%	?	-4.4%	4.8%	15.8µM*	8.0	3.8%	?	-1.3%	-39.3%	-3.3%
CCCS(=O)(=O)N1CCCC(C(=O)NCCCN2CCN(c3ccc(F)cc3)CC2)C1 (configuration not stated)	-1.1%	-1.8%	0.0%	16.7%	38.4%	20.8	-2.0%	-11.4%	-14.5%	-3.6%	1.4%
N/C(=N\OC(=O)Cc1ccccc1[N+](=O)[O-])c1cccc(Br)c1	-1.5%	?	2.9%	7.2%	0.4%	5.8	1.1%	-1.8%	19.0%	8.5%	-5.5%
Nc1nonc1N1CCCCC1	-1.0%	3.1%	1.8%	-3.3%	-27.5%	-0.5	0.1%	6.8%	4.9%	15.5%	-1.8%
CC(C)C(=O)N1CCC(Cc2ccccc2)CC1	-4.5%	-0.6%	-2.8%	nt	-18.1%	22.6	12.5%	-3.1%	-7.4%	4.1%	1.2%
Cc1ccccc1-n1c(SCC(=O)N2CCN(c3ccccn3)CC2)nnc1N1CCOCC1	0.6%	nt	1.1%	0.0%	nt	0.6	-2.1%	nt	-1.6%	-15.1%	-6.6%
CCOC(=O)C1=C(c2ccccc2)NC(=O)NC1c1ccc(OCC#N)c(OC)c1 (configuration not stated)	-4.3%	-0.3%	-4.3%	-9.4%	?	-8.5	-1.3%	-4.5%	14.3%	-9.2%	1.4%
CC(=O)Nc1ccc2nc(NC(=O)COc3ccccc3)sc2c1	13.7%	-17.2%	-0.3%	8.3%	11.1%	-0.5	7.9%	7.3%[10 µM]	0.0%	0.5%	-9.6%
C[C@H](CO)N1C[C@H](C)[C@@H](CN(C)Cc2ccc(C(=O)O)cc2)Oc2c(cccc2N(C)C)C1=O	nt	nt	0.5%	0.2%	nt	nt	nt	nt	17.0%	0.3%	1.2%
CCc1ccc2nc(Nc3nc(COC)cc(=O)[nH]3)nc(C)c2c1	-1.6%	-15.9%	-0.3%	3.3%	-22.7%	6.9	1.1%	-11.1%	-40.7%	3.2%	-3.2%
CC(C)(C)NC(=O)c1ccccc1NC(=O)c1ccc2c(c1)OCO2	-4.5%	-6.0%	3.1%	-3.3%	-2.0%	17.6	-5.3%	0.0%[10 µM]	9.0%	1.7%	-0.7%
O=C1/C(=C\c2ccc([N+](=O)[O-])cc2)CCc2ccccc21	21.2%	0.0953µM*	7.31µM*	16.7%	-14.5%	2.4	23.6%	?	?	57.3%	-0.7%
COc1ccc2c(c1OC)C(=O)OC2CC(=O)c1ccc2c(c1)OCO2 (configuration not stated)	0.0%	2.3%	0.1%	-3.0%	-11.5%	-2.0	-2.8%	4.4%	8.0%	4.4%&1.3%	1.1%
Cc1cccc(CSc2ccc3nnc(-c4cccnc4)n3n2)c1	-0.8%	-8.7%	12.4%	5.3%	20.7%	-0.3	3.0%	0.2%	15.3%	-9.1%	8.0%
C=CCn1c(SCC(=O)N2CCc3ccccc3C2)nnc1-c1ccncc1	-3.6%	-1.5%	-1.0%	-2.5%	-9.1%[10 µM]	2.4	2.0%	1.8%	-6.3%	-0.9%	-4.0%
CC(NS(=O)(=O)c1ccc2c(c1)CC(C)N2C(=O)C1CC1)c1ccccc1 (configuration not stated)	1.4%	-0.4%	-5.1%	-8.9%	18.7%	12.1	-2.5%	-9.2%	-11.1%	-12.3%	-0.4%
CCOc1ccc(NC(=O)CN(C)C(=O)/C=C/c2ccc(S(=O)(=O)N3CCCCCC3)cc2)cc1OCC	-5.9%	-0.1%	9.2%	-0.2%	nt	-0.4	-3.7%	nt	-2.8%	-8.1%	-1.8%
O=C(c1ccccc1)c1sc(N2CCOCC2)nc1-c1ccccc1	-19.1%	0.3%	-5.9%	-0.6%	1.5%	?	3.9%	-12.1%	-2.4%	-26.8%	-0.5%
Cc1cc2nc(/N=C(\N)NC(=O)N3c4ccccc4Sc4ccccc43)nc(C)c2cc1C	-6.8%	4.4%	-1.0%	-1.1%	-3.2%	-3.2	-2.6%	0.9%	-1.7%	-21.9%&-2.0%	-8.0%
Cc1ccc(C(=O)O/N=C(\N)c2ccccc2)c(Cl)c1	2.24µM*	0.0849µM*	?	-6.6%	4.47µM*	8.2	0.794µM*	8.91µM*	?	-33.5%	-14.4%
CCOC(=O)c1sc(NC(=O)c2ccc(S(=O)(=O)N(C)C)cc2)cc1C	-10.2%	-26.3%	-20.4%	-5.9%	-19.3%	0.7	-6.4%	-8.4%	16.4µM*	0.6%[1.84 µM]	-6.1%
O=C(Nc1ccc(S(=O)(=O)N2CCOCC2)cc1)c1ccc([N+](=O)[O-])s1	-8.4%	-1.1%	-5.0%	18.1%	nt	13.4	-4.4%	nt	2.59µM*	-43.0%	-0.4%
Cc1oc2ccccc2c1CNC(=O)N(C)C	-8.4%	-0.3%	-0.8%	-1.6%	-11.8%	0.3	-4.2%	-24.8%	?	15.6%	-23.1%
CC(C)(O)[C@@H]1CC[C@@](C)(C2CC[C@]3(C)C2[C@H](O)CC2[C@@]4(C)CC[C@H](O)C(C)(C)C4[C@@H](O[C@H]4O[C@@H](CO)[C@H](O)[C@@H](O)[C@@H]4O[C@@H]4O[C@H](CO)[C@@H](O)[C@H](O)[C@H]4O)C[C@]23C)O1 (stereo in doubt)	nt	nt	2.3%	-0.5%	nt	nt	nt	nt	17.9%	9.4%	2.7%
CNC(=O)/C(C#N)=C/c1c(N(Cc2ccccc2)Cc2ccccc2)nc2c(C)cccn2c1=O	-2.1%	-8.1%	-17.5%	-17.0%	5.1%	?	-9.1%	-14.1%	23.1µM*	-37.4%	6.9%
CCOC(=O)c1c(C)[nH]c(C(=O)OCC(=O)Nc2cc(C)nn2-c2ccccc2)c1C	-0.9%	-8.1%	-20.1%	-4.5%	nt	1.0	-10.0%	nt	?	-11.3%	0.6%
O=C(Cn1nnc(-c2ccccc2)n1)N/N=C/c1cccc([N+](=O)[O-])c1	1.6%	3.3%	1.6%	-4.9%	?	3.1	-5.7%	6.7%	0.3%	2.8%	?
CC(=O)c1ccc(OCC(=O)N2CCCC2c2ccc3c(c2)OCCCO3)cc1 (configuration not stated)	nt	nt	5.3%	2.2%	nt	nt	nt	nt	-6.1%	-15.3%	2.0%
Cn1cccc1/C=N/N1CCN(Cc2ccc(Cl)cc2)CC1	-4.6%	2.2%	-9.8%	-7.1%	?	2.4	0.1%	-20.7%	-7.6%	-23.3%	-1.6%
Cc1ccc(CN2CCSc3ccc(C(=O)N4CCN(c5ncccn5)CC4)cc32)cc1	1.2%	3.9%	-13.9%	1.3%	8.1%	23.3	-4.3%	?	?	-58.5%	2.4%

Ordered by SMILES length (highest first): some entries from above.
SMILES	NPC1 promoter act	FLuc modulator	ELG1 genotoxic	p53 reactivation	RORgamma inh	TRPV1 ag	Rab9 prom act	Gal4-VP16 FLuc	ELG1 repair inh	BRCA1 expr act	Tb PFK block
CCOC(=O)C1=C(c2ccccc2)NC(=O)NC1c1ccc(OCC#N)c(OC)c1 (configuration not stated)	-4.3%	-0.3%	-4.3%	-9.4%	?	-8.5	-1.3%	-4.5%	14.3%	-9.2%	1.4%
COc1ccc2c(c1OC)C(=O)OC2CC(=O)c1ccc2c(c1)OCO2 (configuration not stated)	0.0%	2.3%	0.1%	-3.0%	-11.5%	-2.0	-2.8%	4.4%	8.0%	4.4%&1.3%	1.1%
Cc1cccc(CSc2ccc3nnc(-c4cccnc4)n3n2)c1	-0.8%	-8.7%	12.4%	5.3%	20.7%	-0.3	3.0%	0.2%	15.3%	-9.1%	8.0%

Source: PubChem BioAssay
